Screening data from PubChem.
H9c2 TAG inh: inhibitors of triacylglycerol accumulation. hit rate 0.66% among 230,000. AID 651582. H9c2 cells, Nile Red lipid (TAG) fluorescence; cells loaded with 200 µM oleic acid. inhibition, % at 12.5 µM;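 active means pattern-corrected inhibition of lipid staining of at least 50% with the nuclear-stain viability signal not falling by more than 50%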;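 further: 0% = DMSO wells and 100% = triacsin C control wells; some results filed as inactive read as strong as hits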
H9c2 TAG inh DAPI viability: also measured in H9c2 TAG inh; calls as there; DAPI nuclei signal change (viability), lower = more cytotoxic, %;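 whole-well DAPI fluorescence read on a plate reader as a viability signal; minus 50 percent equals half of cells still viable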
The depositor's hits bear a star. Only part of the results is shown; rates above refer to the full screens.

structure	H9c2 TAG inh	H9c2 TAG inh DAPI viability
Cc1ccc(CN2CC(C(=O)N3CCN(S(=O)(=O)c4ccccc4)CC3)CC2=O)cc1 (stereo unspecified)	-6.4	-4.6
CCC(C(=O)NC1CCCCC1)n1c(SCc2cccc(F)c2)nc2ccncc21 (stereo unspecified)	10.1	3.5
C[C@H](CO)N1C[C@H](C)[C@@H](CN(C)C(=O)Cc2ccccc2)OCCCC[C@H](C)Oc2ccc(NC(=O)NC3CCCCC3)cc2C1=O	8.6	-9.7
Cc1nn(CCCC(=O)NCCc2ccccc2)c(=O)c2nccn12	9.9	-3.8
Cc1cccc(N2CC(C(=O)OCC(=O)c3c(N)n(CC(C)C)c(=O)n(C)c3=O)CC2=O)c1C (stereo unspecified)	-15.9	3.2
COc1cc(C(=O)OC2CCN(C)CC2)cc(OC)c1OC	11.8	-6.0
COc1ccc2nc(NC(=O)[C@@H]3CCCN3C(=O)c3cccs3)sc2c1	-1.8	3.0
COc1ccc(CCNC(=O)c2c(O)c3c([nH]c2=O)CCCC3)cc1	-10.1	13.9
COCc1cc(CNC(=O)C2CCC(=O)N(Cc3ccccc3F)C2)[nH]n1 (stereo unspecified)	8.5	-4.1
CCOc1c(Br)cc(CNc2ccc3c(c2)OCCO3)cc1OC	31.7	-19.6
COc1ccc(CCNC(=O)C2CC(c3ccccc3F)=NO2)cc1 (stereo unspecified)	15.0	0.2
O=C(c1ccc2c(=O)n(-c3ccccc3)c(=O)[nH]c2c1)N1CCN(c2ccc(F)cc2)CC1	13.1	-5.1
COc1ccc(N(C(=O)c2ccco2)S(=O)(=O)c2cc(OC)ccc2OC)cc1	0.8	2.6
CCOC(=O)CSc1snnc1C	1.0	10.7
COc1ccc(C(C)(O)c2nc(-c3ccc4c(c3)OCO4)cs2)cc1 (stereo unspecified)	5.2	-4.2
O=c1c2ccc([N+](=O)[O-])cc2ncn1CCOc1ccc(Cl)cc1	3.3	-0.3
O=C(Nc1ccc(F)cc1)Nc1ccc(S(=O)(=O)N2CCCC2)cc1	-57.1	5.1
CC1CCN(S(=O)(=O)c2cccc(C(=O)NNC(=O)c3ccco3)c2)CC1	1.7	-1.4
O=C(O)CSC1CC(=O)N(c2ccc(Cl)cc2)C1=O (stereo unspecified)	1.6	-2.9
COCCNC(=O)C1CCCN(C(=O)c2ccc(OC)c(F)c2)CC1 (stereo unspecified)	-2.6	48.9
COc1cc(CNCCN2CCOCC2)ccc1OCc1ccc(Cl)cc1	9.1	-4.1
Cc1nn(-c2ccc3ccccc3c2)c(=O)c2ccccc12	-45.4	-2.0
COc1cc(C(=O)NC2CCN(C)CC2)ccc1Nc1ncc2c(n1)N(Cc1ccccc1)CCC(=O)N2C	87.4*	-22.3*
COc1cc(C2CC(=O)Nc3cc(C)c(C)cc32)cc(OC)c1OC (stereo unspecified)	-1.9	4.3
CS(=O)(=O)c1ccc(Cl)c(NC(=O)CCl)c1	6.7	-2.9
Nc1ccc(S(=O)(=O)Nc2nccc(/C=C/c3ccc(Cl)cc3Cl)n2)cc1	17.5	-5.0
Cc1ccccc1Cn1nc(C)c(NC(=O)c2cc(CC(C)C)on2)c1C	-11.3	5.0
CC(=O)Nc1sc(NC(=O)c2ccc(Cl)cc2)nc1-c1cccs1	17.8	3.8
Cc1cccc(C(=O)N2CCC(N3CCC(C(=O)N4CCOCC4)CC3)CC2)c1	-23.4	1.2
Cc1cccc2c1NC(=O)C2=O	-9.8	1.6
Cc1cc(C)n2nc(SC(C)C(=O)N(C)C3CCCCC3)nc2n1 (stereo unspecified)	6.6	-0.8
COc1ccc(N2CC(O)(c3ccc(F)cc3)[N+]3=C2CCCC3)cc1 (stereo unspecified)	3.4	-0.1
CCOC(=O)Cc1csc(SCC(=O)Nc2ccc3[nH]c(=O)[nH]c3c2)n1	5.2	-1.4
CCCCn1c(N)c(N(CCOC)C(=O)CSCc2ccc(C)cc2)c(=O)[nH]c1=O	-0.3	5.6
CCOCCCNc1ccc(N2C(=O)C3CCCCC3C2=O)cc1[N+](=O)[O-] (stereo unspecified)	-4.6	5.3
CCCCCC(=O)NC(=S)Nc1ccc(NC(=O)c2ccco2)cc1	7.2	1.8
CN1CCC(=NNC(=O)CN(c2cccc(Br)c2)S(C)(=O)=O)CC1	7.0	1.7
O=C(CN1C(=O)CC(c2ccccc2)=Nc2ccccc21)NCc1ccco1	1.0	10.3
OC[C@@H]1CN(Cc2ccc(Cl)cc2)C[C@H](n2cnc3c(N4CCCC4)ncnc32)O1	-2.0	6.2
Cc1ccc(F)cc1C(=O)N1CCCC(c2cc(C(=O)Nc3ccccc3)no2)C1 (stereo unspecified)	16.9	-2.8
O=C(c1ccco1)N1CCN(C(=O)c2cc(-c3ccccc3)nc3ccccc23)CC1	-18.1	13.6
CCCCc1ccc(-n2c(Cc3cccs3)n[nH]c2=S)cc1	4.3	0.7
CC(C)CC(C(=O)Nc1ccc2c(c1)OCCO2)N1C(=O)c2ccccc2C1=O (stereo unspecified)	3.3	0.3
CC(C)=CCC(C)(C)/C=N/NC(N)=O	3.6	-4.3
COc1ccccc1C(=O)Nc1ccccc1C(=O)N1C(C)CCCC1C (stereo unspecified)	-16.9	-1.3
COC(=O)c1c(-c2ccccc2Cl)noc1-c1cnc(N)nc1C(F)(F)F	6.3	-2.8
CCCN(C(=O)c1ccc(N(C)S(=O)(=O)c2ccc(C)cc2)cc1)C1CCS(=O)(=O)C1 (stereo unspecified)	-9.8	11.3
Cc1ccc(C(=O)Nc2ccc(C(=O)N/N=C/c3c[nH]c4ccccc34)cc2)cc1	14.8	17.9
CCc1cccc(CC)c1C(OC(C)=O)c1cccnc1 (stereo unspecified)	-10.7	0.7
COc1ccc(Cl)cc1NC(=S)N1CCN(C(=O)C2CCCO2)CC1 (stereo unspecified)	-3.7	-7.0

(further entries)
Value order – H9c2 TAG inh	H9c2 TAG inh DAPI viability
> O=C(NC(=S)N1CCCC1)c1cccc([N+](=O)[O-])c1
 : 19.6	-1.2
> Cc1ccc(-c2nc(Nc3cccc(C)c3)sc2CC(=O)O)cc1
 : 7.3	-2.8
> CC(Oc1ccc(F)cc1)C(=O)N(Cc1ccccc1)c1c(N)n(Cc2ccccc2)c(=O)[nH]c1=O (stereo unspecified)
 : 3.4	3.3
> COc1ccc(NC(=O)C2CCN(c3nc(C)nc4c3CCC4)CC2)cc1
 : -30.6	18.0
> CN(C)S(=O)(=O)c1ccc(C(=O)Nc2ccc3nc(N4CCOCC4)sc3c2)cc1
 : 2.4	5.2
> CCCS(=O)(=O)NC(=O)C1(C)CCCN(C(=O)c2ccc(C(F)(F)F)cc2)C1 (stereo unspecified)
 : -0.6	-3.0
> O=[N+]([O-])c1ccc(N=Nc2ccc(O)cc2O)cc1
 : -2.5	7.2
> CCC(=O)NNc1ncnc2c1cnn2C
 : -4.6	6.3
> Cc1c(NC(=O)COC(=O)c2ccc(O)cc2)c(=O)n(-c2ccccc2)n1C
 : -8.0	1.9
> N=C(N)c1ccc(N)cc1
 : -5.1	-5.8
> O=C(NCC(c1ccco1)N1CCCC1)c1ccc(S(=O)(=O)Nc2ccccc2Cl)cc1 (stereo unspecified)
 : 5.5	3.2
> Cc1ccc(N2CC(C(=O)NC(C)CCc3ccccc3)CC2=O)cc1 (stereo unspecified)
 : 9.1	1.6
> CCOC(=O)C1CCN(C(=O)COc2ccc(Br)cc2C)CC1
 : -3.2	-0.4
> O=C(O)C1CCCCN1C(=O)c1ccc(S(=O)(=O)N2CCCCCC2)cc1 (stereo unspecified)
 : 5.4	-2.2
> NC(=O)Cn1c(=O)n(CCC(=O)NCCSCc2ccccc2)c(=O)c2ccccc21
 : -4.0	5.7

Entries shown so far that contain a nitro group on carbon (four):
Value order – H9c2 TAG inh	H9c2 TAG inh DAPI viability
> O=c1c2ccc([N+](=O)[O-])cc2ncn1CCOc1ccc(Cl)cc1
 : 3.3	-0.3
> CCOCCCNc1ccc(N2C(=O)C3CCCCC3C2=O)cc1[N+](=O)[O-] (stereo unspecified)
 : -4.6	5.3
> O=C(NC(=S)N1CCCC1)c1cccc([N+](=O)[O-])c1
 : 19.6	-1.2
> O=[N+]([O-])c1ccc(N=Nc2ccc(O)cc2O)cc1
 : -2.5	7.2

Next section.
Value order – H9c2 TAG inh	H9c2 TAG inh DAPI viability
> COc1cc(/C(C)=N\NC(=O)CSc2nc3ccccc3n2C)ccc1O
 : -8.7	-1.6
> Cc1ccc(CNC(=O)Cn2cnc3c(NCc4ccccc4)ncnc32)o1
 : 16.0	-11.4
> Cc1ccsc1C(=O)NNC(=O)c1cccc(S(=O)(=O)N2CCCC2)c1
 : 1.5	3.6
> COC(=O)c1sccc1NC(=O)CCC1CCCC1
 : -17.3	3.8
> Cc1cc(N2C(=O)C3CC=CCC3C2=O)cc(C)c1Br (stereo unspecified)
 : -1.4	-2.7
> CCn1cc(C(=O)NCc2cccnc2)c(=O)c2cc(F)c(N3CCN(C(=O)c4ccco4)CC3)cc21
 : 14.3	-10.1
> O=C(C=Cc1ccccc1)N1CCCCC1
 : 6.5	1.8
> Cc1cccn2c(=O)c(/C=N/O)c(NCc3ccccc3)nc12
 : 10.3	6.2
> COc1ccc(-c2n[nH]c(C)c2-c2ccc(Cl)cc2)c(O)c1
 : 6.6	2.2
> O=C1N(Cc2cccnc2)C[C@@H]2C[C@@H](c3cccc(Oc4ccccc4)c3)N3CCC[C@@]123
 : 4.3	-3.4
> CCOC(=O)N(C)c1c(CC)nc2c(OCc3ccccc3C(=O)OC)cccn12
 : -3.4	-2.4
> Cc1cc(C)cc(OCC(O)CN2CC(C)OC(C)C2)c1 (stereo unspecified)
 : 11.7	-0.5
> COc1cc(NC(=O)CSc2nnc3c(n2)[nH]c2ccc(S(=O)(=O)NC(C)C)cc23)cc(OC)c1OC
 : -3.6	-9.2
> CN(CC(=O)NC1CCN(Cc2ccccc2)CC1)S(=O)(=O)c1ccc2c(c1)c(=O)n(C)c(=O)n2C
 : -1.7	8.3
> O=C(Cc1cccc(NC(=O)C2CCN(C(=O)C3CCCCC3)CC2)c1)Nc1cccc(C(=O)N2CCCCC2)c1
 : -0.6	-3.3

Single records (already shown). Order of screens: H9c2 TAG inh	H9c2 TAG inh DAPI viability
CN(C)S(=O)(=O)c1ccc(C(=O)Nc2ccc3nc(N4CCOCC4)sc3c2)cc1 in the list: 2.4	5.2
O=C(NCC(c1ccco1)N1CCCC1)c1ccc(S(=O)(=O)Nc2ccccc2Cl)cc1 (stereo unspecified) in the list: 5.5	3.2
CCC(C(=O)NC1CCCCC1)n1c(SCc2cccc(F)c2)nc2ccncc21 (stereo unspecified) in the list: 10.1	3.5
CCCCCC(=O)NC(=S)Nc1ccc(NC(=O)c2ccco2)cc1 in the list: 7.2	1.8
Cc1ccc(N2CC(C(=O)NC(C)CCc3ccccc3)CC2=O)cc1 (stereo unspecified) in the list: 9.1	1.6

Going on with the list:
Value order – H9c2 TAG inh	H9c2 TAG inh DAPI viability
> CC(=O)Nc1ccc(NC(=O)COC(=O)c2ccccc2SCC(=O)N2CCCC2)cc1
 : -0.1	5.2
> CC(C)COc1nc2ccccc2c(=O)n1OCC(=O)O
 : 15.8	-10.9
> O=Cc1cnc(N2CCN(Cc3ccccc3)CC2)s1
 : 13.8	-13.3
> CN1CCN(c2nc(-c3ccccc3)nc(-c3ccc(F)cc3)c2C#N)CC1
 : 25.2	28.8
> COC(=O)c1ccc2c(c1)C(=O)N(C1CCCCC1)C2=O
 : 1.6	-1.4
> CCC(=O)OC1CC(C)N(C(=O)c2ccccc2)c2ccc(C)cc21 (stereo unspecified)
 : 141.7	-70.0
> O=C(CSc1nc2ccccc2c(=O)n1-c1ccc(F)cc1F)NC1CCS(=O)(=O)C1 (stereo unspecified)
 : 4.2	2.0
> COc1ccccc1-c1nnc(SCC(=O)c2c(N)n(C3CC3)c(=O)[nH]c2=O)n1C
 : 11.3	-3.8
> COc1ccc(C(CNC(=O)c2cccc(NS(=O)(=O)c3ccccc3)c2)N2CCCC2)cc1 (stereo unspecified)
 : 5.6	6.9
> CC(C)(C)c1ccc(C(=O)N2CCN(c3ccc(N4CCOCC4)nn3)CC2)cc1
 : 9.7	2.9
> O=C1NC(=S)NC1Cc1ccc(O)cc1 (stereo unspecified)
 : 11.6	7.5
> O=C(NC1CC1)C1CCN(S(=O)(=O)c2ccc(Cl)c([N+](=O)[O-])c2)CC1
 : 1.7	-7.2
> CC1(Cc2ccccc2Cl)C(=O)Nc2c(Cl)cccc21 (stereo unspecified)
 : -19.0	8.2
> COC(=O)CSc1nnc2cc(C)c3ccccc3n12
 : -3.5	-3.6
> CCOCCCNC(=O)C(Cc1ccccc1)NC(=O)c1ccco1 (stereo unspecified)
 : 1.7	-1.3
> CCc1ccccc1Nc1nc(-c2cccnc2)cs1
 : 23.5	-30.4
> O=C(Nc1nccs1)C1CCCN1S(=O)(=O)c1cccc2cccnc12 (stereo unspecified)
 : -2.8	-1.6
> Cc1ccc(-c2n[nH]c3c2C(c2cccc(O)c2)N(c2ccc(C(=O)O)cc2)C3=O)cc1 (stereo unspecified)
 : 5.1	-3.1
> CC(=O)Nc1ccc(NC(=O)C2C3C=CC(C3)C2C(=O)O)cc1 (stereo unspecified)
 : -8.3	-3.1
> Cc1ccc2c(c1)nnn2C1CCN(CC(=O)c2ccc(Cl)cc2)CC1
 : -46.2	0.4
> COc1ccccc1NC(=O)Cn1cnc2c(oc3ccccc32)c1=O
 : 10.5	-4.6
> O=C(COC(=O)c1ccccc1O)Nc1cc(S(=O)(=O)N2CCCCCC2)ccc1Cl
 : -14.0	5.3
